Growth percent in the NCI-60 one-dose screen (48 h, 10 µM unless noted): 100 = growth as untreated, 0 = no growth, -100 = all killed.
K-562 – K-562 leukemia. AID 1794777. hit rate 7.4% among 78,000
MDA-MB-435 – MDA-MB-435 melanoma | hit rate 7.8% among 82,000
SR – SR leukemia cells. hit rate 8.7% among 73,000. AID 1794780
HOP-62 – HOP-62 NSCLC; hit rate 3.9% among 80,000; AID 1794735
RPMI-8226 – RPMI-8226 leukemia cells. hit rate 7.5% among 77,000
MOLT-4 – MOLT-4 leukemia cells; hit rate 6.9% among 80,000; AID 1794779
HOP-92 – HOP-92 NSCLC cells; hit rate 6.3% among 71,000; AID 1794738
CCRF-CEM – CCRF-CEM leukemia; hit rate 7% among 77,000
* hit, by the source's call; . = not tested or not shown; [ ] = dose if it differs, or a comment. How the source made its calls: active means growth percent below 10; inactive means the rest. Random draw from the library; 14% or so of the library scored in one or more.

Field names – A = K-562; B = MDA-MB-435; C = SR; D = HOP-62; E = RPMI-8226; F = MOLT-4; G = HOP-92; H = CCRF-CEM
COc1ccc([C@H]2[C@H](C(=O)Nc3cc(C)cc(C)c3)c3ccccc3C(=O)N2c2ccc(OC)cc2)cc1
  A = 87	B = 96	C = 45	D = 95	E = 83	F = 69	G = 102	H = 101

O=C(O)C(Cc1c[nH]c2ccc(O)cc12)NCC1(O)OCC(O)C(O)C1O (stereo not given)
  A = 97	B = 102	C = 139	D = 105	E = 100	F = 104	G = 86	H = 98

CCc1cccc(CC)c1-n1nnc(C(=O)c2ccccc2)c1C(=O)OC
  A = 73	B = 76	C = .	D = 93	E = 65	F = 89	G = 78	H = 83

Cc1nn(C(=O)c2c(-c3ccccc3)noc2C)c(C)c1N=Nc1cc(C(F)(F)F)cc(C(F)(F)F)c1
  A = 91	B = 114	C = 99	D = 108	E = 85	F = 91	G = 83	H = 107

NNC(=O)CNC(=O)Cn1c(=O)[nH]c2ccccc2c1=O
  A = 97	B = 102	C = 111	D = 104	E = 93	F = 117	G = 92	H = 91

CC1CCc2c(sc3nc(SCC(=O)N/N=C/c4cccc(O)c4O)n(-c4ccccc4)c(=O)c23)C1 (stereo not given)
  A = 78	B = 88	C = 81	D = 71	E = 89	F = 85	G = 45	H = 92

OCC1OC(/C(N=Nc2ccccc2)=N\Nc2ccccc2)C(O)C1O (stereo not given)
  A = 105	B = 109	C = 97	D = 107	E = 109	F = 92	G = 95	H = 93

Cc1cc(C)c2c(n1)sc1c(Nc3ccc(Cl)cc3Cl)ncnc12
  A = 43	B = 36	C = 4.1*	D = 2.5*	E = 28	F = 12	G = 36	H = 16

CCOC(=O)C1=C(C)NC(SCc2nc(C)c(C)nc2C)N=C1c1ccccc1 (stereo not given)
  A = 87	B = 99	C = 101	D = 99	E = 90	F = 93	G = 76	H = 99

O=C(c1ccc(Cl)cc1)C1[C@H](c2ccccc2Cl)[C@@H](c2ccccc2)NC12C(=O)Nc1ccc(Br)cc12 (stereo not given in full)
  A = -43*	B = -93*	C = -54*	D = -88*	E = 2.4*	F = -25*	G = -84*	H = -14*

CCN(CC)CCC(=O)NCc1cn(-c2ccc3cc4ccc(-n5cc(CNC(=O)CCN(CC)CC)nn5)cc4nc3c2)nn1
  A = 112	B = 102	C = 121	D = 105	E = .	F = 116	G = 92	H = 100

CC(C)N(CCCC#N)C(C)C
  A = 104	B = 103	C = 108	D = 99	E = 98	F = 112	G = 86	H = 87

NCCN1C(=O)CNC1=S
  A = 106	B = 107	C = 103	D = 109	E = 108	F = 97	G = 94	H = 98

CCc1ccc(NC(=O)N[C@@H](Cc2cccc(F)c2)C(=O)N[C@@H]2C(=O)N3CCC[C@H]3C(=O)N3CCCC[C@H]3C(=O)N[C@@H](CO)C(=O)N3C[C@H](C)C[C@H]3C(=O)O[C@H]2C)c(F)c1
  A = 20	B = 20	C = 31	D = 38	E = 20	F = 39	G = 2.8*	H = 38

CC(=O)OCN(C)N=Nc1ccc(C(C)=O)cc1
  A = 108	B = 99	C = .	D = 99	E = 98	F = 108	G = 100	H = 107

Next section
Field names – A = K-562; B = MDA-MB-435; C = SR; D = HOP-62; E = RPMI-8226; F = MOLT-4; G = HOP-92; H = CCRF-CEM
CC/C(=C(/c1ccc(OCCN(C)C)cc1)c1ccc(OC(=O)CCC(=O)c2c(C)[nH]c(/C=C3\N=C(c4ccc[nH]4)C=C3OC)c2C)cc1)c1ccccc1
  A = 0.3*	B = 14	C = -21*	D = 28	E = -22*	F = 3.8*	G = .	H = 6.1*

Cn1nc(C(F)(F)F)c(-c2cc(C(F)(F)F)cc(C(F)(F)F)c2)c1-c1ccc(OCc2ccc(Cl)cc2)cc1O
  A = 1.6*	B = 11	C = -4.2*	D = -9.9*	E = -15*	F = -12*	G = -20*	H = 6.8*

CCCCCCCNC1=C(c2ccccc2)C(=O)C(NCCCCCCC)=C(c2ccccc2)C1=O
  A = 110	B = 99	C = 94	D = 92	E = 96	F = 94	G = 84	H = 95

CCCCOC1=NN(c2ccccc2)C(c2ccc(Cl)cc2)N2CCC[C@@H]12 (stereo not given in full)
  A = 77	B = 108	C = 79	D = 63	E = 95	F = 94	G = 92	H = 85

NNC(=O)c1csnn1
  A = 103	B = 100	C = 97	D = 75	E = 112	F = 107	G = 113	H = 125

CCc1cccc(C(C)(C)C)c1NC(=S)N/C=C(\c1ccccc1)S(=O)Cc1ccccc1 (stereo not given)
  A = 101	B = 103	C = 92	D = 97	E = 101	F = 99	G = 93	H = 97

CCOC(=O)n1cc(-c2nonc2-c2cn(C(=O)OCC)c3ccc(OC)cc23)c2cc(F)ccc21
  A = 66	B = 93	C = 87	D = 83	E = 79	F = 79	G = 68	H = 86

CCCCCCCCCCCC(=O)c1ccccc1
  A = 112	B = 108	C = 95	D = 100	E = 109	F = 104	G = 94	H = 110

O=C(NCC1CC1)c1cccs1
  A = 100	B = 108	C = .	D = 94	E = 101	F = 93	G = 95	H = .

COc1ccc(-c2nn(-c3ccccc3)cc2/C=C2\SC(=S)N(c3ccc(C)cc3)C2=O)cc1
  A = 85	B = 92	C = 90	D = 97	E = 98	F = 104	G = 36	H = 108

O=[N+]([O-])c1ccc(N2CCCC2)c([N+](=O)[O-])c1
  A = 103	B = 104	C = 99	D = 105	E = 99	F = 97	G = 79	H = 97

Cc1ccc(/C=C/c2ccccn2)cc1
  A = 109	B = 101	C = 114	D = 113	E = 111	F = 105	G = 96	H = 106

O=C(CCl)Nc1nnc(SCC(=O)Nc2ccccc2C(F)(F)F)s1
  A = 61	B = 93	C = .	D = 78	E = 75	F = 80	G = 79	H = 69

O=S(=O)(OCCCOS(=O)(=O)c1ccc(Cl)cc1)c1ccc(Cl)cc1
  A = 111	B = 99	C = 103	D = 99	E = 96	F = 82	G = 84	H = 74

COc1ccccc1N1C(N)=NC(N)=NC1(C)C
  A = 92	B = 109	C = 95	D = 103	E = 102	F = 93	G = 107	H = 104

Next section:
Field names – A = K-562; B = MDA-MB-435; C = SR; D = HOP-62; E = RPMI-8226; F = MOLT-4; G = HOP-92; H = CCRF-CEM
COc1ccc(/C=C/c2cc(O)cc(OC3OC(CO)C(O)C(O)C3O)c2)cc1O (stereo not given)
  A = 71	B = 67	C = 92	D = 111	E = 99	F = 90	G = 62	H = 89

CCOC(=O)/C(=C/CC/C(C)=C/CC/C(C)=C/CCc1ccoc1)CC(=O)N1CCSCC1
  A = 87	B = 71	C = 90	D = 87	E = 80	F = 87	G = 67	H = 80

C[C@]12CC[C@@H]3c4cc(OC(F)F)c(O)cc4CC[C@H]3[C@@H]1CC[C@@H]2O
  A = 42	B = 83	C = .	D = 91	E = 83	F = 83	G = 90	H = 74

CC1(O)CCCCC1O (stereo not given)
  A = 95	B = 117	C = 103	D = 96	E = 99	F = 103	G = .	H = 107

CC(C)(C)[Si](C)(C)OC1[C@@H](O[Si](C)(C)C(C)(C)C)[C@@H](CNC(=O)NC(=O)CCl)O[C@H]1n1cnc2c(NC(=O)Nc3ccccc3)ncnc21 (stereo not given in full)
  A = .	B = -79*	C = .	D = -95*	E = 17	F = -44*	G = -74*	H = -38*

CCCCCOc1ccc(N2C(=O)C(C)CNC2=S)cc1 (stereo not given)
  A = 102	B = 103	C = 129	D = 92	E = 103	F = 104	G = 98	H = 103

CCCCCCCC/C=C\CCCCCCCCOc1ccccc1CCOP(=O)(O)OCC[N+](C)(C)C
  A = 73	B = 93	C = 42	D = 42	E = -0.9*	F = 11	G = 30	H = .

Cc1ccc(C)c2c1sc1n[nH]c(=O)c(=O)n12
  A = 100	B = 100	C = 85	D = 108	E = 110	F = 89	G = 125	H = 107

O=C(Nc1cccc([N+](=O)[O-])c1)OCc1ccc2c(c1)OCO2
  A = 116	B = 101	C = 84[100 µM]	D = 102	E = 84	F = 93	G = 74	H = 84[100 µM]

COc1ccc(Nc2nc(SCCC(C)C)nc(-c3cc(OC)c(OC)c(OC)c3)c2C#N)cc1
  A = 96	B = 96	C = 101	D = 107	E = 94	F = 78	G = 93	H = 95

O=C(CSc1oc(-c2ccccc2)nc1S(=O)(=O)c1ccc(F)cc1)c1ccc(Cl)cc1
  A = 79	B = 99	C = 75	D = 94	E = 70	F = 71	G = 77	H = 93

CCOC(=O)N1CCN(CCOc2ccc(CC(C)C)cc2)CC1
  A = 73	B = 103	C = 90	D = 100	E = 86	F = 80	G = 82	H = 57

O=C1CCCC2=C1C(c1cccc(F)c1)c1cc3c(cc1N2CCO)OCO3 (stereo not given)
  A = 98	B = 104	C = 123	D = 106	E = 102	F = 98	G = 82	H = 99

COc1ccc(C(=O)N2N=C(c3ccc(Br)cc3)CC2c2cn(-c3ccccc3)nc2-c2ccccc2)cc1 (stereo not given)
  A = 43	B = 49	C = .	D = 23	E = 68	F = 46	G = .	H = 68

C=CCOC(OCC=C)OCC=C
  A = 91	B = 111	C = 93	D = 103	E = 98	F = 77	G = 103	H = .

Reformatted: entries from further up.
Under each structure – K-562, MDA-MB-435, SR, HOP-62, RPMI-8226, MOLT-4, HOP-92, CCRF-CEM
COc1ccc(Nc2nc(SCCC(C)C)nc(-c3cc(OC)c(OC)c(OC)c3)c2C#N)cc1
  96, 96, 101, 107, 94, 78, 93, 95
O=C(CSc1oc(-c2ccccc2)nc1S(=O)(=O)c1ccc(F)cc1)c1ccc(Cl)cc1
  79, 99, 75, 94, 70, 71, 77, 93

Carrying on.
Field names – A = K-562; B = MDA-MB-435; C = SR; D = HOP-62; E = RPMI-8226; F = MOLT-4; G = HOP-92; H = CCRF-CEM
CCOC(=O)C(CC(C)=O)c1ccccc1 (stereo not given)
  A = 133	B = 96	C = 125	D = 101	E = 117	F = 127	G = .	H = 128

Cc1nc2cc(Nc3nc(N4CCOCC4)nc(N4CCN(C)CC4)n3)ccc2n1Cc1ccccc1
  A = 90	B = 100	C = 93	D = 95	E = 102	F = 92	G = 83	H = 96

Nc1nc(Nc2cccnc2)sc1C(=O)c1ccccc1F
  A = 66	B = 39	C = 19	D = 21	E = 18	F = 27	G = 52	H = 4.7*

Cc1cc(C)c2c(=O)[nH]c(=S)[nH]c2n1
  A = 101	B = 109	C = 88	D = 85	E = 106	F = 90	G = 120	H = 103

CCN(CC)C(C(=O)Nc1c(C)cccc1C)N(CC)CC
  A = 108	B = 104	C = 104	D = 95	E = 106	F = 110	G = 98	H = 105

CCC(O)(CC)C(F)(F)Cl
  A = 102	B = 111	C = 83	D = 94	E = 98	F = 96	G = 78	H = .

CCCC(O)c1ccccc1 (stereo not given)
  A = 105	B = 103	C = 109	D = 85	E = 114	F = 105	G = 100	H = 107

COc1ccc(-c2nc(N/N=C/c3ccc(Br)cc3)nc(N3CCOCC3)c2C#N)cc1
  A = 105	B = 106	C = 99	D = 103	E = 111	F = 100	G = 127	H = 105

OCCC1CCCCN1 (stereo not given)
  A = 100	B = 105	C = .	D = 100	E = 110	F = 90	G = 88	H = 105

Cn1c(=O)c2nc(CC(=O)c3ccccc3)c(=O)[nH]c2n(C)c1=S
  A = 98	B = 102	C = 105	D = 87	E = 107	F = 95	G = 80	H = 86

CC(C)(C)NC(=O)NCC1CCCC1NC(=O)NC(C)(C)C (stereo not given)
  A = .	B = 108	C = 103	D = 90	E = 85	F = 104	G = 87	H = 93

CCN1CCN(CCNc2nccc(-c3c(-c4cccc(OC)c4)nc4occn34)n2)S1(=O)=O
  A = 7.0*	B = 52	C = 96	D = 129	E = 96	F = 89	G = 85	H = 117

COc1ccc2[nH]c(=O)cc(-n3nncc3COc3ccc(C=O)cc3)c2c1
  A = .	B = 104	C = 107	D = 95	E = 92	F = 107	G = 88	H = 90

CC(C)C[C@H](NC(=O)[C@H](C)n1ccc2ncccc2c1=O)B(O)O
  A = 92	B = 96	C = 82	D = 96	E = 96	F = 98	G = .	H = 83

O=C1N=C2SC=C(c3ccc(Cl)cc3)N2C1CCN1CCCC1 (stereo not given)
  A = 93	B = 86	C = 85	D = 113	E = 93	F = 96	G = 108	H = 93

Entries of single compounds from above. Values in the order: K-562, MDA-MB-435, SR, HOP-62, RPMI-8226, MOLT-4, HOP-92, CCRF-CEM
`CCC(O)(CC)C(F)(F)Cl` is entered as 102, 111, 83, 94, 98, 96, 78, .
`C[C@]12CC[C@@H]3c4cc(OC(F)F)c(O)cc4CC[C@H]3[C@@H]1CC[C@@H]2O` is entered as 42, 83, ., 91, 83, 83, 90, 74
`Cn1nc(C(F)(F)F)c(-c2cc(C(F)(F)F)cc(C(F)(F)F)c2)c1-c1ccc(OCc2ccc(Cl)cc2)cc1O` is entered as 1.6*, 11, -4.2*, -9.9*, -15*, -12*, -20*, 6.8*
`CC(C)(C)NC(=O)NCC1CCCC1NC(=O)NC(C)(C)C` (stereo not given) is entered as ., 108, 103, 90, 85, 104, 87, 93
`CCCCCCCNC1=C(c2ccccc2)C(=O)C(NCCCCCCC)=C(c2ccccc2)C1=O` is entered as 110, 99, 94, 92, 96, 94, 84, 95
